Compound activity from PubChem.
M1 PAM parental = nonselective calcium activators in parental CHO-K1 cells, primary screen, counter-screen for M1 PAM project, cell-based, Fluo-8 calcium fluorescence, full deck, 1536-well; ATP EC20; 0% at ATP EC20, 100% at ATP max; activation, % at 3 µM; 0.02% of 360,000 active; AID 602247, 2012;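 active = activation above the run cutoff, the mean activation of all test compounds plus 3 SD, cut at about 40% in these data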;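 also: peak over basal fluorescence ratio in a 140 s read after ATP addition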
CHO-K1 Ca antag = nonselective inhibitor or artifact in parental CHO-K1 cells; ATP-induced calcium, Fluo-8 fluorescence; inhibition, % at 3 µM; 0.6% of 360,000 active; AID 602250;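 active = inhibition above a per-plate cutoff, the plate's mean sample inhibition plus 3 SD, cut at about 24% in these data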;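 also: 0% = DMSO plus EC80 ATP and 100% = DMSO alone without ATP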
M1 ag = human M1 muscarinic receptor agonists, primary screen, Fluo-8 calcium fluorescence, CHO-K1 cells, HTS. Muscarinic acetylcholine receptor M1 (Homo sapiens), P11229. CHO-K1 hM1, agonist mode; 0% DMSO, 100% acetylcholine EC100. activation, % at 3 µM. 0.33% of 360,000 active. AID 588814, 2011;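 active = activation above the run's mean compound activation plus 3 SD, cut at about 16% in these data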;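 also: peak over basal fluorescence ratio within a 140 s kinetic read after compound addition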
Target sequence (P11229 whole entry, looked up): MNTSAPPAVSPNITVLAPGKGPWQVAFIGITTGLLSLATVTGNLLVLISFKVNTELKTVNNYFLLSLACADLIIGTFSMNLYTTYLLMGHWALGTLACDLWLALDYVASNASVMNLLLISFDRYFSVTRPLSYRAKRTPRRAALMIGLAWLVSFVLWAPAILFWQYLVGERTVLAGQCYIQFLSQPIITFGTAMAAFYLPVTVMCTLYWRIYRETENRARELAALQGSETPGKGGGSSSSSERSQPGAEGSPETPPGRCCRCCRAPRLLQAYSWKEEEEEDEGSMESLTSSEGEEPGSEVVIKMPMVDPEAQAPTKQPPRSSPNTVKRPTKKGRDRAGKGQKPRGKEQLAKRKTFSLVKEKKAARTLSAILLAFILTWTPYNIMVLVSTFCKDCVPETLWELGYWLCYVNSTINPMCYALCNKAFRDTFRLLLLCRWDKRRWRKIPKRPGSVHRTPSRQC
TAAR1 antag = human TAAR1 antagonists, primary screen, Fluo-8 calcium fluorescence, CHO RD-HGA16 cells; antagonist; 1.5% of 360,000 active; inhibition, % at 3 µM; Trace amine-associated receptor 1 (Homo sapiens), Q96RJ0; AID 624466, 2012;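 active = inhibition above a per-plate cutoff, the mean inhibition of test compounds on that plate plus 3 SD, cut at about 49% in these data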;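 also: 0% = DMSO plus EC80 beta-PEA response and 100% = DMSO alone without agonist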
Target sequence (Q96RJ0 whole entry, looked up): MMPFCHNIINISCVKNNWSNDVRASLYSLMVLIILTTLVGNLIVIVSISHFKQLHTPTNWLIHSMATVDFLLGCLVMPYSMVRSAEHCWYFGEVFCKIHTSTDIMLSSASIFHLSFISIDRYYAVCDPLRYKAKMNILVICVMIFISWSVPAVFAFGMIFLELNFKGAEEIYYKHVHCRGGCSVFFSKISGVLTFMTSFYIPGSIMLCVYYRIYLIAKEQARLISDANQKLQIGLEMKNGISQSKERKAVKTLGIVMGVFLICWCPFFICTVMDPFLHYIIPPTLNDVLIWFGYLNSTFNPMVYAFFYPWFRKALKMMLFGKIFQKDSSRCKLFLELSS
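Material: RD-HGA16 CHO cells with stable hTAAR1 and Gα16; Dosing: single nominal final test compound concentration of 3 µM; Schedule: seeding 17-24 h prior, 75-min 37 °C, 30-min RT dye loading; Detection: kinetic Fluo-8 calcium fluorescence measurement; Measure: % inhibition from peak post-agonist over basal fluorescence ratio; Benchmarks: vehicle and agonist controls.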
CHO-K1 Ca ag = counter-screen for M1 agonists: effect in parental CHO-K1 cells; activation, % at 3 µM; 0.48% of 360,000 active; Fluo-8 calcium fluorescence; scaled to maximal ATP response, vehicle zero; in the data active = activation above about 15%;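 also: untransfected CHO-K1 host cells lacking M1 receptor as counterscreen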
CHO parental Ca = ATP-evoked calcium signal inhibitors, parental CHO, primary screen, counter-screen for OX1R antagonist project, cell-based, fluorescence, Fluo-8 calcium dye. inhibition, % at 5.6 µM. parental CHO-K1, ATP-induced calcium, Fluo-8 fluorescence. 0.63% of 330,000 active;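 active = inhibition above that plate's mean sample inhibition plus 3 SD, cut at about 26% in these data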;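 also: 0% = ATP-challenged DMSO wells and 100% = DMSO wells without ATP; some compounds past the cut are filed as inactive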
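Test system: parental CHO cells; detection: calcium-sensitive Fluo-8 fluorescence; evaluation: percent inhibition of calcium signal; also added: ATP as calcium-mobilizing challenge; repeats: one well per compound; control set: ATP-challenged DMSO wells low, unchallenged DMSO wells high; compound: single nominal dose of 5.6 µM per compound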
TAAR1 agonist = human TAAR1 agonists, primary screen, Fluo-8 calcium fluorescence, CHO RD-HGA16 cells; vehicle wells 0%, saturating PEA agonist 100%; Trace amine-associated receptor 1 (Homo sapiens), Q96RJ0; 0.99% of 360,000 active; activation, % at 3 µM;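 active = activation above the mean activation of all test compounds in the run plus 3 SD, cut at about 38% in these data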
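Test system: RD-HGA16 (CHO) cells co-expressing Gα16 and hTAAR1 | Doses: Single dose, 3 µM | Schedule: 17-24 h seeding, 75 min 37 °C dye, 30 min RT | Evaluation: % activation from peak over basal fluorescence ratio, DMSO-to-PEA scaled | Technique: Kinetic Fluo-8 calcium fluorescence | Benchmarks: Low control DMSO, high control PEA (EC100)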
OXTR potentiate = human OXTR potentiators, primary screen, fluorescence, CHO-OTR cells, Fluo-8 calcium. Fluo-8 calcium fluorescence, potentiator mode; 0% = oxytocin EC15, 100% = EC100. 0.061% of 320,000 active. AID 2445, 2010. activation, % at 3 µM. Oxytocin receptor (Homo sapiens), P30559;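 active = activation above that plate's cutoff, the mean activation of tested compounds plus 3 SD, cut at about 6.6% in these data, passing the limit was not always enough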;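 also: 100% uses oxytocin at 75 nM as the full agonist control; some results filed as inactive read as strong as hits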
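Material: CHO-OTR cells, human receptor; compound dosing: single dose, 3.0 µM nominal final compound concentration; schedule: 6 min compound pre-incubation at room temperature, 100 s kinetic read; measured by: kinetic Fluo-8 calcium fluorescence; read-out basis: % activation vs EC15 and EC100 oxytocin; controls: EC15 oxytocin alone as 0%, 75 nM oxytocin as 100%; replicates: singlicate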
M1 antag = human M1 muscarinic receptor antagonists, primary screen, CHO-K1 cells, Fluo-8 calcium fluorescence, 1536-well; Muscarinic acetylcholine receptor M1 (Homo sapiens), P11229; 1.3% of 360,000 active; CHO-K1 hM1, ACh EC80 antagonist; inhibition, % at 3 µM;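 active = percent inhibition above its own plate's cutoff, namely the mean of that plate's compound wells plus 3 SD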;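 also: peak over basal fluorescence ratio during 140 s after agonist addition; 0% = ACh EC80 plus DMSO and 100% = DMSO alone without agonist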
* = called active by the depositor; · = no result given. Random draw from the library; about 4.2% have a hit in one of these screens.

SMILES	M1 PAM parental	CHO-K1 Ca antag	M1 ag	TAAR1 antag	CHO-K1 Ca ag	CHO parental Ca	TAAR1 agonist	OXTR potentiate	M1 antag
Cc1ccc(NC(=O)CN(C)C(=O)c2cc3c(s2)CCCCC3)cc1	9	-16	-6	-17	0.6	-25	-1	-2	7
O=C(CNC(=O)c1ccco1)NCC(=O)OCC(=O)c1ccc(Cl)c([N+](=O)[O-])c1	19	-14	-3	-11	0.7	0	0	-6	-3
COc1cccc(CC(NC(C)=O)C(=O)NC2CCN(S(=O)(=O)c3ccc(F)cc3)CC2)c1OC (stereo not given)	7	-1	-4	24	-0.3	-5	3	-1	0
O=C(NCCO)C(O)C(O)C(=O)NCCO (stereo not given)	-1	0	-5	-2	0.4	-2	4	-6	3
Cc1cc(C)n(CCNC(=O)CC2C(=O)NCCN2CC2CCCCC2)n1 (stereo not given)	22	-13	-6	-22	0.0	-16	18	-15	-6
CCN1CCc2c(OCc3ccc(C(=O)OC)o3)cccc2C1=O	14	-10	-7	-1	2.5	-17	1	-4	-7
O=C(NN=Cc1ccc(O)cc1O)c1ccccc1NS(=O)(=O)c1cccs1	-4	-5	0	-23	-0.6	-5	4	-1	-10
COC(=O)c1ccccc1NC(=O)CSc1nc(Nc2ccccc2)nc(N2CCOCC2)n1	16	-1	-2	-29	-0.3	-4	-1	-3	-10
CCNC(=O)C1(C)CCN(C(=O)c2cc(OC)c(OC)c(OC)c2)C1 (stereo not given)	24	-12	-1	8	0.9	·	0	·	-15
O=C(CNC(=S)N(Cc1ccc(F)cc1)C1CCCCC1)NCCN1CCOCC1	12	-9	-2	-16	0.5	-4	1	-1	-4
O=C1OC(c2ccccc2)(c2ccc3cc(O)ccc3c2)c2ccccc21 (stereo not given)	12	-22	-1	7	0.1	·	3	·	-19
O=S(=O)(CS(=O)(=O)c1ccccc1)c1ccccc1	12	-4	0	-44	2.4	·	6	·	-3
O=C(NCCOc1ccccc1F)c1cccc(S(=O)(=O)N2CCN(c3ccccc3)CC2)c1	-24	17	1	2	0.3	-6	4	-9	2
O=C(COc1cccc(C(F)(F)F)c1)NCCCN1CCCC1=O	1	0	2	4	-0.6	-3	9	-1	-10
COc1ccc(CN=C2NN=C(c3ccccc3)CS2)cc1	5	-4	-8	14	-0.1	6	4	-9	3
COc1ccccc1-c1noc(-c2ccco2)n1	2	-3	-3	9	0.0	-17	3	2	6
CN(C)C(=S)Nc1cccc(-c2n[nH]c(=S)o2)c1	22	-13	-8	24	3.6	-13	1	-6	3
O=C(CSc1ccc(Cl)cc1)Nc1ccc(-c2nc3ccccc3[nH]2)cc1	26	-14	-4	-3	1.6	-6	2	-13	-13
C=CCSc1nc2nc(C)cc(C)n2n1	8	-2	-4	0	0.0	-1	8	2	-2
COc1ccc(-c2cc(C(=O)NCCCN3CCOCC3)c3ccccc3n2)cc1OC	4	-10	-4	2	1.9	-27	4	-8	-2
O=C(O)C1(Cc2nc3ccccc3[nH]2)CCCC1	-11	8	1	-1	0.2	-8	1	-2	-5
F[B-](F)(F)c1cncc2ccccc12	-12	6	1	6	0.1	·	0	·	0
Cn1c(CNC(=O)c2ccco2)nnc1SCC(=O)N1CCN(c2ccccc2F)CC1	4	-4	-1	21	0.1	0	-3	-11	4
CCC(=O)NC(c1cccs1)c1cc([N+](=O)[O-])c2cccnc2c1OC (stereo not given)	14	-9	-2	-11	-0.2	·	1	·	-13
O=C(CN1C(=O)C2(OCCCO2)c2ccccc21)NCCc1ccccc1	-1	-9	-3	13	0.5	-11	8	-3	-3
N#Cc1ccc(OCC(=O)NCC(c2cccs2)N2CCOCC2)cc1 (stereo not given)	-6	6	-5	-10	0.0	-4	7	-3	14
O=C(NCCc1cnn(-c2ccccc2)c1)c1cc(COc2c(F)cccc2F)on1	-4	6	-7	44	2.8	-23	9	-14	-2
Cc1ccc(C2NC(=O)NC3=C2CCc2ccccc23)cc1 (stereo not given)	-1	-10	-3	8	0.4	-14	-1	1	11
Cc1ccc2nc(NC(=O)COC(=O)c3cccnc3)sc2c1	15	-19	0	-3	3.8	-15	7	-6	-2
O=C(O)CCc1ccc(-c2cccs2)n1-c1ccc(C(=O)O)cc1	7	1	-1	-8	-0.2	-1	2	1	0
Cc1ccc(C(C)C)c2c1C(c1ccc3c(c1)OCO3)CC(=O)O2 (stereo not given)	15	-11	21*	45	8.8	-16	47*	·	-1
CCc1cccc(C)c1NC(=O)COC(=O)c1cc([N+](=O)[O-])ccc1N1CCOCC1	18	-2	-5	-4	1.1	-24	1	-6	-7
COc1ccc(CC/C(=N\O)C2(O)CCCCC2)cc1	17	-12	-7	-7	0.8	6	5	0	-4
CC1(C)CC(N2CCCC2)=CC(=[N+]2CCCCCC2)C1	18	2	-11	3	0.2	6	1	-10	16
NC(=O)c1c(NC(=O)c2ccccc2F)sc2c1CCCC2	8	-4	-2	-4	0.5	-12	-1	1	-8
CCN(CC)C(=O)C1=C(C)N(CCCOC)C(=O)C(CC(=O)NCc2cccc3ccccc23)C1 (stereo not given)	-4	9	-3	-34	0.3	·	3	·	-3
O=C(Cc1cccc2ccccc12)Nc1ccc(-c2cc3ccccc3oc2=O)cc1	6	6	-3	-4	1.0	13	3	-3	1
CN(C)c1ccc(-c2[nH][nH]c(=O)c2NC(=O)c2ccc3ccccc3n2)cc1	7	-19	2	-10	1.7	·	0	·	-31
CN1CC=C2C(C#N)=C(N)C(C#N)(C#N)C(CCc3ccccc3)C2C1 (stereo not given)	22	-4	-1	·	2.2	-15	·	-13	-2
O=C(Nc1cccc(C(=O)N2CCOCC2)c1)C1CCCCC1	-12	6	·	-6	0.4	·	0	·	·
Cc1cc2c(cc1C)CN(c1ccccc1)C2	-1	4	-2	-12	3.4	-40	4	4	-5
C[C@@H]1CN([C@@H](C)CO)C(=O)CCCn2nncc2CO[C@H]1CN(C)S(=O)(=O)c1ccccc1C#N	14	-7	-6	-5	0.3	·	2	·	-5
CC1C(=O)N(Cc2cn(Cc3ccco3)nn2)CCS(=O)(=O)N1Cc1ccc(-c2ccccc2C(F)(F)F)cc1 (stereo not given)	20	15	-1	-18	1.3	·	-1	·	6
O=C(C1CCCN(Cc2cccs2)C1)N1CCCCCC1 (stereo not given)	4	-11	-10	-5	-0.6	-16	17	-13	0
Cc1ccc(S(=O)(=O)N2CCN(C(=O)N3CCOCC3)C2c2ccc(N(C)C)cc2)cc1 (stereo not given)	18	-2	-4	18	0.0	3	14	-4	-7
Cc1ccc(C2=NNC(=O)C(P(=O)(c3ccccc3)c3ccccc3)C2)cc1 (stereo not given)	7	-11	-6	-17	0.6	-17	1	5	-4
O=C(Cn1cnc2ccccc21)N/N=C/C(Br)=C/c1ccccc1	23	-8	-6	49*	5.0	8	15	-10	6
COC(=O)CC1C(=O)NCCN1C(=O)CSc1nc2ccccc2o1 (stereo not given)	-14	1	-3	-13	0.4	0	2	-6	8
COCCNC(=O)CN1C(=O)CSc2cc(S(=O)(=O)N3CCCCCC3)ccc21	-10	35*	-1	0	-0.4	-16	1	0	-9
O=C(/C=C/[C@H]1O[C@@H](n2cnc3c(NC(=O)c4ccccc4)ncnc32)[C@H](O)[C@@H]1O)NCCCc1ccccc1	7	17	-3	-14	0.2	·	13	·	-2

(listing goes on)
SMILES	M1 PAM parental	CHO-K1 Ca antag	M1 ag	TAAR1 antag	CHO-K1 Ca ag	CHO parental Ca	TAAR1 agonist	OXTR potentiate	M1 antag
CC(C)NC(=O)C12CC3CC(C1)CC(C(=O)NC(C)C)(C3)C2	3	5	-6	-2	-0.4	1	0	0	0
CCOc1cc(OCC)cc(C(=O)N2CCC[C@H]2C(=O)N2CCC[C@H]2C(=O)NCc2cccc(OC)c2)c1	-6	-10	·	15	0.5	·	1	·	·
Cc1nn(-c2ccccc2)c(N)c1C(c1ccccc1)c1c(C)nn(-c2ccccc2)c1N	23	-6	-8	-9	0.7	-13	1	-9	-8
CC1CC(C)CN(C(=O)COC(=O)Cc2ccc(Cl)cc2)C1 (stereo not given)	12	-3	-2	-17	0.6	-8	-1	-13	-23
Brc1cnc(N2CCOCC2)nc1N1CCCCC1	17	-15	-6	15	0.2	-6	12	0	-11
COC(=O)c1ccc(NC(=O)CCCCCn2nnc3ccccc3c2=O)cc1	-9	-8	-3	-6	4.3	·	7	·	6
CSc1ccc(/C=N/NC(=O)CN2CCN(Cc3ccc(C)cc3)CC2)cc1	23	-5	-7	-31	1.8	1	7	-1	13
C=CCc1ccccc1OCCNCCCOC	-16	24*	-12	11	-0.3	-11	2	0	20
CN(C)/C=C1\N=C(c2cccs2)OC1=O	-7	21	-2	-29	-0.1	1	6	-2	10
CC1CCN(S(=O)(=O)c2cccc(-c3csc(-c4cccnc4)n3)c2)CC1	9	-5	-5	30	0.5	-19	3	-11	-6
O=C(O)CCSc1nc2ccccc2n1Cc1ccccc1	6	-9	-2	-12	0.4	2	5	4	-2
CCOC(=O)c1sc(N)c(C(=O)OCC)c1COC(=O)C1CC(=O)N(Cc2ccco2)C1 (stereo not given)	7	-4	-3	-12	0.3	-34	3	-12	-6
COc1cccc(/C=N/NC(=O)C(=O)N/N=C/c2cccc(OC)c2OC)c1OC	-9	7	4	43	5.0	-3	10	-9	8

Ordered by value in OXTR potentiate (low to high): three of the compounds above
canonical_smiles	M1 ag	OXTR potentiate	M1 antag
COc1ccc(-c2cc(C(=O)NCCCN3CCOCC3)c3ccccc3n2)cc1OC	-4	-8	-2
Cc1ccc2nc(NC(=O)COC(=O)c3cccnc3)sc2c1	0	-6	-2
O=C(Cc1cccc2ccccc12)Nc1ccc(-c2cc3ccccc3oc2=O)cc1	-3	-3	1
